TTR transcr act: increases transthyretin transcription; AID 1117267; activation, % at 16.7 µM; actives 1.3% (n = 92,000); SH-SY5Y TTR promoter Gaussia luciferase, luminescence; 100% = recombinant luciferase protein wells;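 active means activation above the mean of all tested compounds plus 3 SD, cut at about 9.5% in these data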;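 further: cells exposed to compounds for one day before reading; 0% = median of all test compound wells on the plate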
Starred values were filed as active, the others as inactive.

Structure	TTR transcr act
Cc1ccc(S(=O)(=O)N2[C@@H](c3ccc(F)cc3)C(C(=O)O)=CC[C@H]2c2ccc3c(c2)OCO3)cc1	-1.6
CCC(=O)Nc1ccc(Cl)c(NC(=O)c2ccc([N+](=O)[O-])cc2)c1	0.8
O=C1N(Cc2cccnc2)C[C@@H]2C[C@@H](c3ccc4nonc4c3)N3CCC[C@@]123	0.5
OC(CNCCN1CCNCC1)Cc1ccccc1 (stereo not drawn)	0.9
CCOC(=O)c1c(N)sc2c1CCSC2	-3.9
COc1ccc(-c2ccc(C(=O)NCc3ccc(N(C)C)cc3)c3occc23)c(C)c1	-2.1
CC1(C)Cc2c(cnn2-c2cccc(F)c2)C(NC(=O)c2ccc(=O)[nH]n2)C1 (stereo not drawn)	2.5
COc1ccc(C(C(=O)NC2CCCC2)N(C(=O)c2snc(C(N)=O)c2N)C2CCCC2)cc1OC (stereo not drawn)	-2.8
COc1ccc(NC(=O)CSc2nnc3n2CCCCC3)cc1S(=O)(=O)N1CCOCC1	-1.6
CCC(=O)Nc1ccc(NC(=O)c2oc3ccccc3c2C)cc1	-0.8
O=c1cc(CN2CCCCC2)c2c(ccc3ccccc32)o1	-0.5
CC1(C(=O)Nc2cccc3cccnc23)CCN1Cc1ccc(-c2ccccc2)o1 (stereo not drawn)	-1.2
CC(=O)N1CCN(S(=O)(=O)c2ccc(Cl)cc2F)CC1	1.0
N#Cc1ccccc1OCC(=O)N(Cc1nnc(-c2ccccc2Cl)o1)C1CC1	-0.4
CCN(CC)S(=O)(=O)c1ccc(C(=O)Nc2nnc(CSC)o2)cc1	1.5
O=C(Nc1ccccc1)C(c1ccccc1)C1CCCC1 (stereo not drawn)	1.6
Cc1ccc2c(c1)nnn2C1CCN(C(=O)NCc2ccccc2)CC1	9.7*
Cc1ccc(-c2ncns2)cc1	-0.8
COC(C[C@H](O)CC(=O)COCc1ccccc1)OC	-0.8
Cc1ccc(-c2noc(CCCC(=O)NCC3CCCO3)n2)cc1 (stereo not drawn)	2.2
Cc1nc2ccccn2c1C(=O)N/N=C/c1ccccc1Cl	-1.0
Cc1ccc(-c2noc(CCC(=O)NCCN3CCOCC3)n2)cc1	6.6
COc1ccc2nc(NC(=O)CSc3nc4ccccc4o3)sc2c1	6.4
CC(C)N1C(=O)CCC1C(=O)NCCc1ccc(Cl)cc1 (stereo not drawn)	-1.4
CCCCCNC(=O)c1cc(S(=O)(=O)N2CCCC2)ccc1F	-1.6
N#Cc1ccc(-c2ccccc2)nc1SCCN1CCOCC1	-0.6
O=C(OCc1ccccc1)/C(=C/c1cccc2ccccc12)NC(=O)c1ccccc1	0.3
CC(C)COC(=O)N1CCCC(c2cc(C(=O)Nc3ccccc3Cl)no2)C1 (stereo not drawn)	2.7
O=C1CCCN1c1ccc(S(=O)(=O)N2CCC(c3ccccc3)CC2)cc1	1.1
Cc1ccc(S(=O)(=O)NN2C(=O)/C(=C\c3ccc(Cl)cc3)SC2=S)cc1	2.9
Cn1c(=O)c2c(nc(C(O)c3ccccc3)n2C)n(C)c1=O (stereo not drawn)	-0.4
COc1ccccc1-c1c(C)nn2c(NCCN3CCCC3)cc(C)nc12	0.0
O=C(Nc1ccc(S(=O)(=O)Nc2nccs2)cc1)c1ccc(F)cc1	3.5
CC(C)(C)S(=O)N1Cc2cc(CO)cc(-c3ccccc3)c2[C@H]1CCO (stereo partly drawn)	-0.3
O=C(/C=C/c1ccccc1)N1CCN(Cc2nc3ccccc3c(=O)[nH]2)CC1	3.4
CCS(=O)(=O)c1ccc(-c2cccc(NC(=O)COc3ccc(Cl)cc3)c2)nn1	-0.3
O=S(=O)(Nc1ccc2ccccc2n1)c1ccccc1	1.6
O=S(=O)(Nc1nc2ccccc2nc1Cl)c1ccc(F)cc1	1.5
COC(=O)c1c(C)[nH]c(C(=O)C(C)OC(=O)C2CC(=O)N(CCc3ccccc3)C2)c1C (stereo not drawn)	1.1
CN=C(Nc1cc(C)nn1CCC#N)c1ccccc1	0.4
O=c1cc(CO)occ1OCc1c(F)cccc1Cl	2.3
CSC(=S)N/N=C(\C)c1ccccc1	1.9
Cn1c(=O)c(Oc2cc(Cl)cc(Cl)c2)nc2ccccc21	-2.1
CCOc1cccc(N2C(=O)CC(N3CCN(c4ccc(S(=O)(=O)CC)cc4)CC3)C2=O)c1 (stereo not drawn)	-1.7
COc1ccccc1CNC(=O)COC(=O)CNS(=O)(=O)c1ccc(C)cc1	1.6
COc1ccc(C(c2nnnn2Cc2ccccc2)N2CCN(c3nc4ccccc4s3)CC2)cc1 (stereo not drawn)	-3.5
C[C@H](CO)N1C[C@H](C)[C@@H](CN(C)C(=O)Nc2ccc(C(F)(F)F)cc2)Oc2c(NC(=O)Nc3ccccc3)cccc2C1=O	-4.5
Cc1cccn2c(=O)c(C=NCCO)c(Nc3ccc(Cl)cc3)nc12	-2.2
Cc1ccc(NS(=O)(=O)c2cc(C(=O)N3CCc4ccccc4C3)ccc2Cl)cc1	-1.6
COc1ccc(/C=N/NC(=O)CCN2CCN(c3ccccc3)CC2)c(OC)c1OC	-1.2
COc1ccc2c(c1)/C(=N/OC(=O)c1cccs1)CCC2	0.5
COc1ccc(Cl)cc1N1C(=NC(=O)C2CCCO2)SC2CS(=O)(=O)CC21 (stereo not drawn)	1.0
CN1CCCN(Cc2ccccc2C(F)(F)F)CC1	1.7
Cc1nc(-c2ccccc2)sc1C(N)=O	-0.5
CCOC(=O)c1sc2nc(-c3cccnc3)ccc2c1N	0.2
COC(=O)[C@]12CCCCC=C1N(Cc1ccc(OC)cc1)C(=O)[C@@H]2CC(=O)N1CCC(c2ccccc2)CC1	0.7
Cc1ccc(C)c(NS(=O)(=O)c2c(C)[nH]c(C)c2C(=O)N2CCCCC2)c1	4.0
CCCOc1ccc(N2C(=O)CC(N3CCN(CCN=CC4=C(O)CC(C)(C)CC4=O)CC3)C2=O)cc1 (stereo not drawn)	-1.0
CCC(C)[C@H](NC(=O)OC(C)(C)C)C(=O)N[C@@H](Cc1ccccc1)C(=O)OC (stereo partly drawn)	2.3
O=C(Cc1ccc(Cl)cc1)NC1CCCCCC1	0.3

Following part
Structure	TTR transcr act
O=C(N/N=C/c1ccc(OCc2ccccc2)cc1)c1cc[n+](Cc2ccccc2)cc1	1.3
COc1cc(Cl)c([C@@H]2C[C@H]3CN(c4ccccc4)C(=O)[C@]34CCCN24)cc1OC	-0.7
CCOC(=O)N1CCC(N2Cc3cccc(C(=O)NCc4ccc5c(c4)OCO5)c3C2=O)CC1	0.1
CCCCOC(=O)NC1CCc2cc(OC)c(OC)c(OC)c2-c2ccc(SC)c(=O)cc21 (stereo not drawn)	-0.7
CCOC(=O)C1(Cc2ccc(OC)cc2)CCN(C(=O)CCc2cnccn2)CC1	-0.6
C/C(=C(\C#N)C(=O)NC1CCCCC1)N(C)C	-4.8
CC(=O)c1c(C)oc2ccc(N(C(C)=O)S(=O)(=O)c3cccc([N+](=O)[O-])c3)cc12	0.8
CCCOc1ccc(/C=N/NC(=O)c2ccc(Cn3cc([N+](=O)[O-])cn3)o2)cc1	-1.6
CCCCCOc1ccc(CSC2=NCCN2)cc1[N+](=O)[O-]	-2.4
Cc1ccc2[nH]c(=O)c(CN(CCO)C(=O)NCc3ccccc3)cc2c1	0.4
COc1ccc(S(=O)(=O)N2CCSCC2)cc1C(N)=O	2.6
N/C(=N\OC(=O)Cc1cccs1)c1cccc([N+](=O)[O-])c1	-0.4
S=C1N(c2ccccc2)CN(CCN2CCOCC2)CN1c1ccccc1	-1.0
O=c1c(Cl)c(Cl)cnn1Cc1nnc(-c2ccccc2Br)o1	-6.5
Fc1ccccc1Nc1nc(Cl)nc(Cl)n1	2.6
CN(C)C(=O)CCc1ccc2c3c([nH]c2c1)[C@]1(C)[C@@H](C(=O)N2CCOCC2)C[C@H](CC(=O)NCCN2CCOCC2)C(=O)N1CC3	-0.7
CC(=O)c1c(C)[nH]c(C(=O)Nc2cccc3ccccc23)c1C	0.9
COc1cccc(OC)c1OCCOc1ccc(C(=O)c2ccccc2)cc1	0.1
O=C(NC1CCN(C(=S)NCCc2ccccc2)CC1)C1CC1	2.4
O=C(C1=NOC(CNc2ncc(C(F)(F)F)cc2Cl)C1)N1CCOCC1 (stereo not drawn)	-2.1
CC(Oc1ccccc1Cl)C(=O)Nc1ccccc1C(=O)N1CCOCC1 (stereo not drawn)	-1.8
CC(C)NCC(=O)NC12CC3CC(CC(C3)C1)C2	3.8
C=CCC(CC=C)(NC(=O)c1ccccc1C(=O)O)c1ccccc1	2.0
NC(=O)COC(=O)c1c2c(nc3ccccc13)CCCCC2	-1.3
Cc1ccc(-c2nc3ncccn3c2NC(=O)c2ccccc2)cc1	-0.3
CC(C)=C1SC(N2CCN(c3ccc(C)cc3)CC2)=NC1=O	1.2
COC(=O)CCCC(=O)Nc1ccc(Br)cc1	0.0
CCOC(=O)C1CCN(C(=O)Cc2c(F)cccc2Cl)CC1	-2.0
O=C(O)Cn1c(CCS(=O)(=O)c2ccc(Br)cc2)nc2ccccc21	2.6
Cc1ccc2[nH]c(=O)cc(C(=O)OC(C)C)c2c1	-0.2

Random excerpt: four entries already listed, in no set order.
Structure	TTR transcr act
O=C(O)Cn1c(CCS(=O)(=O)c2ccc(Br)cc2)nc2ccccc21	2.6
C=CCC(CC=C)(NC(=O)c1ccccc1C(=O)O)c1ccccc1	2.0
CC(C)NCC(=O)NC12CC3CC(CC(C3)C1)C2	3.8
CN(C)C(=O)CCc1ccc2c3c([nH]c2c1)[C@]1(C)[C@@H](C(=O)N2CCOCC2)C[C@H](CC(=O)NCCN2CCOCC2)C(=O)N1CC3	-0.7

(listing goes on)
Structure	TTR transcr act
O=C(Nc1cc(S(=O)(=O)N2CCCCC2)ccc1O)c1ccccc1NS(=O)(=O)c1ccc(F)c(F)c1	1.3
CCOC(=O)N1CCN(C(=O)C[C@H]2C[C@@]3(C(=O)OC)C(=C[C@H](C4CCCC4)O[C@@H]3C)N(Cc3ccco3)C2=O)CC1	0.5
CC1=C(C(=O)Nc2ccccc2C(=O)NC2CCCCC2C)SCCO1 (stereo not drawn)	0.5
O=C(Cc1ccccc1)NCC(=O)N1CCCC1	-0.6
Cc1ccc2c(CC(=O)N3CCc4ccccc43)coc2c1	-0.5
O=C(Nc1ccc(Cl)cc1)c1csc([C@H]2C[C@H](O)[C@@H](CO)O2)n1	-2.5
O=C(CN1CCCCC1)n1c2ccccc2c2ccccc21	-1.5
O=C(Nc1ccc(-c2nnc3n2CCCCC3)cc1)c1cc2ccccc2o1	-0.8
COc1ccc(C=NNc2nc3c([nH]2)c(=O)n(C)c(=O)n3C)cc1	0.4
CC1CC(C(F)F)n2nc(C(=O)O)cc2N1 (stereo not drawn)	2.1
CC(=O)Nc1c(Cl)cc2c(c1Cl)C(=O)c1ccccc1-2	0.6
Cc1onc(-c2ccccc2Cl)c1C(=O)Nc1ccccc1	3.3
O=C(O)COc1ccccc1C=NNC(=O)c1ccc(NS(=O)(=O)c2cccs2)cc1	0.6
Cc1cc(-c2nc3ccccc3s2)ccc1N	-0.3
CCCCn1nnnc1C(c1cc2ccccc2o1)N(C)CCc1ccccc1 (stereo not drawn)	-0.8
C[C@@H]1COC(=O)[C@H](CC(=O)OC(C)(C)C)C/C=C\C[C@H](CC(=O)N(CCO)Cc2ccccc2)C(=O)N1	2.9
NC12CC3CC(C1)CC(CO)(C3)O2	0.2
O=C(CNS(=O)(=O)c1ccccc1F)Nc1ccc(N2CCOCC2)cc1	-0.3
C#CCN(CC=C)C(=O)c1ccc(OC2CCN(S(=O)(=O)N(C)C)CC2)cc1	-1.2
CCSc1nc(C)c(CC)c(C)c1C(N)=O	0.1
Cc1cccc(C)c1OC(=O)c1ccccc1	3.6
CCn1c(SCC(=O)Nc2nc3ccc(OC)cc3s2)nc2c1c(=O)n(C)c(=O)n2C	-2.8
O=C(NCc1cc(C(F)(F)F)ccc1Cl)c1cccc2c1C(=O)c1ccc(N3CCOCC3)cc1S2(=O)=O	-4.8
C=CCn1cc(C(=O)NCc2ccc3c(c2)OCO3)c(=O)c2cc(S(=O)(=O)N(CC)CC)ccc21	1.6
Cc1ccc(C(=O)C2C(c3cccs3)NC(=O)NC2(O)C(F)(F)F)cc1 (stereo not drawn)	-1.2
CCn1c(C(C)NC(=O)Cc2ccccc2)nc2ccccc21 (stereo not drawn)	2.6
CCS(=O)(=O)c1ccc2oc(Nc3ccccc3Br)nc2c1	-2.0
N#CC(C#N)=C1C=C2C=C(N3CCCCCC3)CCC2CC1 (stereo not drawn)	-1.5
NC(Cc1ccc(C(F)(F)F)cc1)c1csc(NC(=O)Nc2ccccc2Cc2ccccc2)n1 (stereo not drawn)	-3.3
CCCCCCCN1CCC(=O)N([C@H](CO)Cc2ccccc2)CC1	-4.1

4 entries from above, as labelled records.
O=C(NCc1cc(C(F)(F)F)ccc1Cl)c1cccc2c1C(=O)c1ccc(N3CCOCC3)cc1S2(=O)=O
  TTR transcr act: -4.8
C=CCn1cc(C(=O)NCc2ccc3c(c2)OCO3)c(=O)c2cc(S(=O)(=O)N(CC)CC)ccc21
  TTR transcr act: 1.6
Cc1ccc(C(=O)C2C(c3cccs3)NC(=O)NC2(O)C(F)(F)F)cc1 (stereo not drawn)
  TTR transcr act: -1.2
CCn1c(C(C)NC(=O)Cc2ccccc2)nc2ccccc21 (stereo not drawn)
  TTR transcr act: 2.6

New compounds follow.
Structure	TTR transcr act
COc1ccc(CCNC(=O)c2csc3c2CCCC3)cc1OC	4.6
COc1ccccc1NC(=O)/C(=C/c1cccc([N+](=O)[O-])c1)c1ccccc1	-0.8
O=C1Nc2ccc(S(=O)(=O)N3CCCCCC3)c3cccc1c23	0.8
O=C(NCc1ccc(Cl)cc1)c1ccc2nc[nH]c2c1	1.3
O=C(CCc1nnc(CCCCc2ccccc2)o1)N1CCC(N2CCCC2)CC1	-0.1
COc1nc(C)cc(C)c1S(=O)(=O)c1ccccc1	-0.8
CCCOc1ccccc1-c1nc(SCCC(=O)O)n[nH]1	-0.1

Not all compounds are listed (hit frequency here may not be typical).
